Compound activity: PubChem BioAssay, several laboratories
Ecoli viability – E. coli V3065 growth inhibition, primary screen, counter-screen for AddAB inhibitor project, absorbance, OD600. 18 h. inhibition, % at 11.9 µM. hit rate 0.27% among 330,000;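 active means inhibition above the campaign's mean inhibition across all tested compounds plus 3 SD, cut at about 9.9% in these data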;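 further: uninfected addAB+ strain grown without phage in ampicillin broth; 0% = DMSO wells and 100% = ciprofloxacin 0.95 µg/ml wells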
SUMO Mot1 rescue – yeast Mot1-301 growth rescue at high temperature, primary screen, SUMOylation pathway inhibitor project, S. cerevisiae, ATP luminescence, 38.5C | hit rate 1% among 320,000 | growth rescue, % at 18.8 µM | AID 2716, 2010 | S. cerevisiae Mot1-301 growth rescue; percent above DMSO median, 100 means doubled;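 active means every valid replicate shows activation above 250% relative to neutral control wells; inactive means the rest, any valid replicate at or below 250%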;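 further: OY570 slx delta 5 strain wells were the positive control but not used for scaling; some compounds called inactive have numbers as strong as hits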
MOR-DOR inv ag – inverse agonists of MOR-DOR heterodimerization, primary screen, cell-based, luminescence; Mu-type opioid receptor (Homo sapiens) + Delta-type opioid receptor (Homo sapiens), …; cell-based MOR-DOR heterodimer luminescence, inverse agonism; inhibition, % at 9.3 µM; hit rate 0.21% among 340,000; AID 504357, 2011; in the data active means inhibition above about 22%, passing the limit was not always enough;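 further: 0% = cells with DMSO and 100% = wells without cells with DMSO; values of inactives mirror those of a sister screen read the other way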
PKA-R1A activ – activators of PKA-R1A holoenzyme, primary screen, biochemical, fluorescence polarization, Cy5-IP20, bovine R1A, mouse PKAc; cAMP-dependent protein kinase type I-alpha regulatory subunit (Bos taurus) + …; PKA-R1A dissociation; scaled: DMSO 0%, 113 µM cGMP 100%; activation, % at 11.4 µM; AID 504707, 2011; hit rate 0.083% among 340,000;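 active means percent activation above the mean of all tested compounds plus 3 SD, cut at about 19% in these data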;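 further: higher means more PKAc released from R1A so a rise in polarization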
Arr AP2 block – inhibitors of beta-arrestin/AP2 binding, primary screen, biochemical, GPCR trafficking, flow cytometry. beta-arrestin 1 C-terminal peptide binding to AP2 beta2-adaptin appendage (human). FITC-arrestin peptide / GST-AP2 beads; AP2 beta2 appendage carries R879A mutation. hit rate 0.31% among 340,000. inhibition, % at 10 µM;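 active means inhibition above a set limit, near 3 SD of compounds lacking own fluorescence, cut at about 54% in these data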;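 further: plate controls were DMSO wells for no effect and 5 µM unlabelled arrestin peptide for full effect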
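System: GST-AP2 R879A glutathione beads. Medium: PBS with 0.05% Tween 20 and 0.1% BSA. Also added: FITC-arrestin peptide, 50 nM. Incubation: 12 min plus 1 h, RT. Measured by: high-throughput flow cytometry of beads, ex 488, em 535 nm. Evaluation: percent drop in bead-associated FITC signal.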
phage Ecoli inh – growth loss of phage-infected E. coli, primary screen, RecBCD inhibitor project, absorbance, with phage, HTS; inhibition, % at 11.9 µM; hit rate 0.26% among 360,000; in the data active means inhibition above about 11%
OPRM1-OPRD1 ag – agonists of OPRM1-OPRD1 heterodimerization, primary screen, cell-based, luminescence | hit rate 0.3% among 340,000 | Mu-type opioid receptor (Homo sapiens) + Delta-type opioid receptor (Homo sapiens), … | activation, % at 9.3 µM | cells; in the data active means activation above about 18%;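 further: 0% = vehicle-treated cells and 100% = reference agonist; values of inactives mirror those of a sister screen read the other way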
PfHsp90 set2 – growth inhibition of PfHsp90-expressing yeast, primary screen, antimalarial PfHsp90 inhibitor project, S. cerevisiae, BacTiter-Glo luminescence, single point, set 2; inhibition, % at 9.4 µM; hit rate 0.32% among 310,000; BacTiter-Glo ATP, 48 h; yeast lacking PDR1 and PDR3 efflux regulators;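 active means every replicate shows inhibition above about 80%, whatever the replicate mean, limit read from the data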;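 further: 0% = DMSO neutral controls and 100% = 20 µM radicicol positive controls; yeast relying on Plasmodium falciparum Hsp90 in place of its own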
AddAB inh – growth inhibition of E. coli expressing H. pylori AddAB, primary screen, AddAB inhibitor project, absorbance; inhibition, % at 11.9 µM; AID 435030, 2010; hit rate 0.29% among 330,000; in the data active means inhibition above about 12%;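 further: 0% = vehicle wells of infected cells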
DSG3 Ab inh – inhibitors of pemphigus antibody binding to DSG3, primary screen, biochemical, bead-based, flow cytometry, scFv-GFP; binding (percent of control), % at 10 µM; DSG3-coupled beads, scFv-anti-DSG3-GFP binding; active compounds read low; hit rate 0.48% among 310,000;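 active means binding more than 3 SD below its plate's average and above zero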;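 further: hits lower antibody fragment binding to DSG3; some compounds called inactive have numbers as strong as hits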
Target sequence (P32926 whole entry, looked up, the tested form may be a part): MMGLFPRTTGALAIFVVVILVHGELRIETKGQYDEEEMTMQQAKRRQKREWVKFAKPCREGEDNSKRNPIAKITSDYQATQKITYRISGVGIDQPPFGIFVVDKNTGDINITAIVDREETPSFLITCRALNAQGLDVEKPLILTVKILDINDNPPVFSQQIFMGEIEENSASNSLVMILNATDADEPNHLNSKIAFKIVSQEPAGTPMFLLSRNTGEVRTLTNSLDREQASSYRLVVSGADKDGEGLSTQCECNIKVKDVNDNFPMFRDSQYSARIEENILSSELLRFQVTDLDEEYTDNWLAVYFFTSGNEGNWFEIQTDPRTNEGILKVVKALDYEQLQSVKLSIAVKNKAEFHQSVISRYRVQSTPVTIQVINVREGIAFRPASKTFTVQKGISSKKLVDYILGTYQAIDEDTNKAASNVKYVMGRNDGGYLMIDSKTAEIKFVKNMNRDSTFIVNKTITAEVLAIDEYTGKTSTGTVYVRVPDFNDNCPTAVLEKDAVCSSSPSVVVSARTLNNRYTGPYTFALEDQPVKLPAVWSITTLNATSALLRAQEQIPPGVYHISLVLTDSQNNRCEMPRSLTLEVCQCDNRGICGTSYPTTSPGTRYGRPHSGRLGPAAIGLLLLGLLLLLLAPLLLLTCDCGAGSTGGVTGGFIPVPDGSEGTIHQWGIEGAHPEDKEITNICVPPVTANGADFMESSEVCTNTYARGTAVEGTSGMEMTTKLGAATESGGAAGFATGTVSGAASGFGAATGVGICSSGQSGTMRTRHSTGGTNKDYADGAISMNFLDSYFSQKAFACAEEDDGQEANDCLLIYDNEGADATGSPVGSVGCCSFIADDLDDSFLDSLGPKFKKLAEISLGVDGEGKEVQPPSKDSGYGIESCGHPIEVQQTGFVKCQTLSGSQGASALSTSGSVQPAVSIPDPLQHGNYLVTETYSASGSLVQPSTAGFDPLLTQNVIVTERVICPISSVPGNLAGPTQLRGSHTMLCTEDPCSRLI
Tat transport – E. coli Tat export inhibitors, primary screen, MC4100, TorA-mCherry reporter, fluorescence, single point; AID 488895, 2010; inhibition, % at 10 µM; hit rate 0.036% among 340,000;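 active means mean replicate inhibition at least 50% and at least half of replicates individually reaching 50%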;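 further: exported cargo escapes ClpAP degradation while cytoplasmic cargo is degraded and loses fluorescence; 0% = median of neutral control wells and 100% = median of NaSCN control wells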
* hit, by the source's call; nt = no result given.

SMILES | Ecoli viability | SUMO Mot1 rescue | MOR-DOR inv ag | PKA-R1A activ | Arr AP2 block | phage Ecoli inh | OPRM1-OPRD1 ag | PfHsp90 set2 | AddAB inh | DSG3 Ab inh | Tat transport
CSc1nc(-c2ccc(F)cc2)cc(=O)[nH]1 | 0.9 | -10.0 | -2.2 | 5.3 | -6.3 | 1.8 | 0.4 | 22.3 | 2.9 | nt | -1.8
NS(=O)(=O)c1ccc(CCNCc2cc(Br)ccc2OCc2ccccc2F)cc1 | -3.7 | 20.0 | -18.6 | 0.3 | -7.3 | 3.8 | 3.3 | -6.8 | 0.2 | 118.0 | -3.0
CC(=O)CSc1ncnc2c1cnn2-c1ccccc1 | 0.3 | -6.7 | -6.3 | 5.5 | 8.9 | 3.2 | 0.9 | -2.0 | 0.5 | 101.0 | -2.2
CCCCNC(=S)NNC(=O)c1c(C)nc2ccccn12 | -0.8 | 7.7 | 25.0 | -15.6 | 42.5 | 3.5 | -4.8 | 11.2 | -1.7 | 98.1 | -13.7
Cc1sc(NC(=O)C2CC(Cl)=CCC2C(=O)O)c(C#N)c1C (centres undefined) | 0.3 | 97.2 | 12.9 | -7.0 | -3.4 | 2.6 | -2.3 | -1.5 | 3.0 | 103.8 | -2.0
Cc1ccc(S(=O)(=O)N2CCN(C(=O)COC(=O)CCOc3ccc(C(C)(C)C)cc3)CC2)cc1 | 1.9 | 6.0 | -29.7 | 2.1 | -0.1 | 1.7 | 5.5 | -0.6 | 0.5 | 95.6 | 12.6
CC1CN(c2ccc([N+](=O)[O-])cc2C#N)CC(C)O1 (centres undefined) | -0.8 | 138.0 | 19.5 | 8.4 | -19.6 | 6.4 | -4.1 | 14.1 | 3.0 | 97.7 | 2.6
Cc1ccc(S(=O)(=O)N2CCOCC2)cc1C(=O)OC1CCOC1=O (centres undefined) | nt | nt | -4.4 | 10.5 | 17.6 | 2.9 | 0.7 | nt | nt | 102.1 | -6.5
Oc1ccccc1Oc1ncc(Br)c(Cl)n1 | -2.1 | 42.4 | 13.4 | -13.4 | 32.3 | 0.0 | -2.9 | 16.6 | -2.3 | 101.2 | -1.4
CCOc1ccc(Cc2nnc(SCC(=O)Nc3ccccc3)n(N)c2=O)cc1 | -2.2 | 10.4 | 2.3 | 6.1 | 13.6 | 2.1 | -0.5 | nt | 4.1 | 104.8 | 3.1
O=C(Nc1ccc(Br)cc1F)c1ccc2nsnc2c1 | 1.2 | -8.5 | 10.1 | -5.6 | -3.8 | 1.9 | -1.9 | -4.9 | 4.7 | 98.7 | 14.5
COC(c1ccccc1)c1nnc(CCC(=O)N2CCN(CCOc3ccccc3)CC2)o1 (centres undefined) | 0.0 | -8.4 | 7.9 | -5.4 | 40.7 | 1.9 | -1.4 | -9.9 | 0.9 | 120.5 | 1.6
COCCn1c(C23CC4CC(CC(C4)C2)C3)n[nH]c1=S | 0.7 | 3.9 | -0.4 | -0.4 | 0.1 | 0.6 | 0.1 | -9.0 | 1.7 | nt | -7.5
COc1ccc(CNC(=O)CCN2C(=O)[C@@H]3Cc4ccccc4CN3C2=O)cc1 | 3.8 | 3.2 | 13.6 | -4.9 | 30.6 | 2.1 | -2.6 | 11.5 | 4.5 | nt | 3.5
O=C(NNc1ccccn1)C(=O)NNS(=O)(=O)c1ccc(F)cc1 | -2.3 | -9.9 | -3.9 | 3.5 | 44.7 | 3.6 | 0.8 | 12.5 | 1.5 | 89.9 | -4.6
COc1ccc(OC)c(CN2CCN(C(=O)c3ccc(S(=O)(=O)Nc4ccccc4F)cc3)CC2)c1 | 0.0 | 66.2 | 17.7 | 3.8 | 26.4 | -2.8 | -4.5 | -12.6 | 2.8 | 102.2 | -3.7
O=C1NCCCCC1NS(=O)(=O)c1ccc(Cl)cc1 (centres undefined) | -1.6 | 2.7 | 9.5 | 8.7 | -3.8 | 2.3 | -1.9 | -26.2 | 2.3 | 97.9 | 0.8
Cc1oc(/N=C/c2ccccc2)c(C#N)c1C | nt | 1.5 | -2.6 | 1.6 | 17.6 | 0.1 | 0.5 | -1.4 | nt | 89.0 | 4.2
CCOC(=O)c1ccc(N2C(=O)CC(Sc3nc(C)cc(C)n3)C2=O)cc1 (centres undefined) | nt | -3.7 | 13.0 | -4.7 | -5.3 | 3.0 | -2.8 | -10.9 | nt | 104.5 | -1.5
COc1ccc(Nc2nnc(Cc3ccncc3)c3ccccc23)c(OC)c1 | -0.3 | 2.2 | 1.4 | -5.2 | -15.5 | -1.4 | -0.3 | -6.1 | 0.3 | 95.1 | 0.4

Limited to phage Ecoli inh, DSG3 Ab inh and OPRM1-OPRD1 ag, for some of the entries so far:
Compound	phage Ecoli inh	DSG3 Ab inh	OPRM1-OPRD1 ag
COc1ccc(CNC(=O)CCN2C(=O)[C@@H]3Cc4ccccc4CN3C2=O)cc1	2.1	nt	-2.6
O=C(NNc1ccccn1)C(=O)NNS(=O)(=O)c1ccc(F)cc1	3.6	89.9	0.8
COc1ccc(OC)c(CN2CCN(C(=O)c3ccc(S(=O)(=O)Nc4ccccc4F)cc3)CC2)c1	-2.8	102.2	-4.5

Next part:
SMILES | Ecoli viability | SUMO Mot1 rescue | MOR-DOR inv ag | PKA-R1A activ | Arr AP2 block | phage Ecoli inh | OPRM1-OPRD1 ag | PfHsp90 set2 | AddAB inh | DSG3 Ab inh | Tat transport
COc1cc(Cl)c(C)cc1NC(=O)c1ccccc1-n1cnnn1 | -3.0 | 1.3 | 18.2 | -0.6 | -5.2 | 0.2 | -3.5 | 15.9 | -0.5 | 121.3 | 11.6
O=C(NCCCn1ccnc1)c1cc(C(=O)C2CCCCC2)c[nH]1 | 0.2 | -18.9 | 11.2 | -5.3 | 22.2 | 4.8 | -2.5 | 7.8 | 6.1 | nt | -6.2
COc1ccc(CCNC(=O)COc2coc(CN3c4ccccc4CC3C)cc2=O)cc1OC (centres undefined) | -1.0 | nt | 4.5 | -1.9 | 1.8 | 5.2 | -0.7 | -11.6 | 0.8 | 102.7 | 3.8
CCCCNC(=O)CNC(=S)N(Cc1ccccc1F)C1CCCCC1 | -0.2 | -23.6 | -24.4 | -2.2 | -20.4 | -1.2 | 4.7 | -16.2 | 3.5 | 103.3 | 9.0
O=c1[nH]c(SCc2ccccc2F)nc2ccccc12 | 1.3 | -7.6 | -5.6 | 0.3 | 38.3 | 6.6 | 1.1 | 5.4 | -0.1 | 102.2 | -3.0
CCN(CC(=O)Nc1ccc2c(c1)OCCO2)C(=O)c1ccc(C(F)(F)F)cc1 | -0.5 | nt | 11.2 | -1.0 | -14.9 | -0.4 | -2.1 | nt | -0.3 | 111.6 | -3.6
C[C@H](NC(=O)c1cc2cc(Cl)ccc2n1C)C(=O)N[C@@H](C(=O)O)c1ccccc1 | 1.0 | 9.7 | 8.7 | 2.3 | -15.0 | 0.0 | -1.8 | -22.7 | -0.4 | 96.8 | -3.5
CN1C(=O)CC(N2CCN(CC(N)=O)CC2)C1=O (centres undefined) | -0.7 | -30.6 | 14.4 | -6.8 | 16.8 | 3.9 | -2.4 | 1.3 | 0.2 | nt | 6.6
COc1ccc(-c2cnn3cc(-c4cccc(Cl)c4)cnc23)cc1 | -0.7 | -7.0 | 16.4 | -4.0 | -10.5 | 1.4 | -3.3 | -3.6 | -0.2 | 95.8 | -0.2
O=C(/C=C/c1c(F)cccc1Cl)c1ccc(F)cc1 | 2.3 | -15.0 | -14.1 | -6.4 | -8.1 | 3.3 | 2.5 | 13.3 | 5.8 | 98.6 | -0.9
O=C(Nc1ccon1)Nc1cccc(Cl)c1Cl | 1.2 | 5.2 | 1.1 | 12.0 | -4.7 | 4.3 | -0.2 | -12.9 | -0.9 | nt | -3.2
S=C(NCc1ccco1)Nc1ccc(Br)cc1Cl | -0.4 | 31.5 | nt | nt | 7.1 | 5.5 | nt | -11.6 | 1.2 | 99.8 | -7.7
O=C(COC(=O)c1ccc([N+](=O)[O-])o1)NCc1ccccc1 | 4.3 | -2.9 | -19.0 | -12.7 | 18.5 | 3.7 | 3.9 | 1.2 | 2.6 | nt | -26.8
O=C(NCCc1cccc(F)c1)/C(=C/c1cccnc1)NC(=O)c1ccccc1 | 0.3 | -9.4 | 7.1 | -1.5 | 36.7 | 2.0 | -1.1 | -12.1 | 2.0 | 87.4 | 3.9
O=C(COC(=O)CSc1nnc(-c2ccc(Cl)cc2)o1)Nc1cc(Cl)ccc1Cl | 1.6 | -4.1 | -1.2 | -9.4 | -5.7 | 1.6 | 0.2 | 3.4 | 5.1 | 86.1 | -0.7
COc1cc(/C=N/Nc2ncc(C(F)(F)F)cc2Cl)cc(OC)c1O | -1.2 | -2.4 | 1.2 | -2.1 | -1.2 | -0.4 | -0.2 | -6.4 | 0.5 | 96.7 | -6.0
Cc1c(NCc2nc3ccccc3[nH]2)c(=O)n(-c2ccccc2)n1C | 3.4 | 69.1 | 8.3 | 1.4 | -12.0 | 3.6 | -1.4 | 12.4 | -0.6 | 106.3 | -1.8
Cc1ccc(Cl)c(OCC(=O)OCC(=O)NC2CCCc3ccccc32)c1 (centres undefined) | -1.1 | -5.2 | -38.7 | -2.2 | 0.8 | 1.7 | 5.6 | 17.9 | -2.8 | 105.7 | -8.6
COc1cc(CNCCc2c[nH]c3ccccc23)ccc1OCc1ccc(F)cc1 | -1.9 | 216.2 | -52.9 | -12.6 | -1.5 | 2.9 | 9.3 | 6.2 | 0.8 | 121.8 | -7.5
CCOc1ccc(N2C(=O)c3cccnc3C2Nc2ccc(C)c(C)c2)cc1 (centres undefined) | -2.2 | 52.2 | 5.7 | -7.1 | 0.0 | 0.6 | -1.0 | nt | 0.7 | 101.1 | 0.3
Cc1cccc(-n2c(C)cc(C(=S)N3CCOCC3)c2C)c1C | -4.0 | -3.7 | 6.4 | -4.2 | -0.8 | 0.5 | -1.4 | 7.3 | -1.9 | 103.6 | -0.8
CC1CCN(C(=O)/C(=C\c2ccccc2F)NC(=O)c2ccccc2)CC1 | -1.6 | -23.1 | -10.3 | 2.1 | 26.8 | -0.3 | 1.3 | 3.8 | 4.4 | 100.3 | -2.2
